Bioassay records from PubChem.
hIAP act: increases human intestinal alkaline phosphatase activity. P09923. activation factor at 10 µM. actives 0.16% (n = 330,000). purified human IAP, CDP-Star luminescence, 30 min; active compounds read high; 1 = vehicle-only enzyme, 0 = enzyme-free background;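 active means activation factor of the enzyme at least 2-fold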; further: the source names both 10 and 20 µM as test concentration; values of inactives mirror those of a sister screen read the other way
Target sequence (P09923 whole entry, looked up): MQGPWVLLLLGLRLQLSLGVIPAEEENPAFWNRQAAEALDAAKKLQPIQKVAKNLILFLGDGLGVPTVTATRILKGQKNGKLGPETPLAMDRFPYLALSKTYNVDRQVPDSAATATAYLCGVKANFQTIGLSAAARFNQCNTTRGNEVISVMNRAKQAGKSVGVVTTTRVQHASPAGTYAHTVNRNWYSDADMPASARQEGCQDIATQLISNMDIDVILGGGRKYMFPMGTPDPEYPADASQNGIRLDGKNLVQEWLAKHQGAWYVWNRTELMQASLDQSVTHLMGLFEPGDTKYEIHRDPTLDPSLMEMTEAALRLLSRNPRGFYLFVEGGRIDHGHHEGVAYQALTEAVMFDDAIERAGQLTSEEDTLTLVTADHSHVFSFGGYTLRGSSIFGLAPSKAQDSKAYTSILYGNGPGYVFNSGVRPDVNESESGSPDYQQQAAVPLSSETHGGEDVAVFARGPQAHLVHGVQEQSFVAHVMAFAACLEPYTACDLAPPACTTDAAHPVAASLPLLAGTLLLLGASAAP
MPTP block: blocks calcium-induced mitochondrial swelling | isolated mouse mitochondria, Ca2+ swelling absorbance, 30 min | inhibition, % at 10 µM | actives 1.4% (n = 360,000) | AID 602449;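 active means inhibition of 50% or more, scaled per plate between neutral and stimulator controls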;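 further: 0% = DMSO wells given calcium and 100% = 1 mM EGTA wells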
SENP1 FRET inh: inhibitors of human SENP1 SUMO protease catalytic domain. Q9P0U3. recombinant SENP1 catalytic domain, CyPet-SUMO1-YPet FRET cleavage. inhibition, % at 10 µM. actives 0.21% (n = 360,000);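 active means inhibition at least 30% at 10 µM, raw YFP signal under a set limit, fluorescence ratio 0.5 to 1.5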;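 further: 0% = enzyme with DMSO and 100% = no enzyme wells; some results filed as inactive read as strong as hits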
Target sequence (Q9P0U3 419-644 limits assumed): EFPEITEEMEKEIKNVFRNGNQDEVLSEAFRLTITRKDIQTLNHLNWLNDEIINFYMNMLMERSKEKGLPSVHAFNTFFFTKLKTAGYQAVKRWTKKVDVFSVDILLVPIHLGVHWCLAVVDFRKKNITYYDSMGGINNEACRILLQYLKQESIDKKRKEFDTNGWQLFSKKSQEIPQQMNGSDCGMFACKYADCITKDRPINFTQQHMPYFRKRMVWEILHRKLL
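Material – human SENP1 catalytic domain · Input – SENP1 enzyme, 20 pM final · Compound dosing – single concentration of 10 µM compound, 0.5% DMSO final · Timing – enzyme reaction for 50 min at room temperature, dark · Measured by – FRET fluorescence in CFP and YFP emission channels · Control set – no-enzyme wells low, DMSO-plus-enzyme wells high control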
PfG6PD inh: PfG6PD (Plasmodium falciparum) enzyme inhibition; inhibition, % at 20 µM; actives 0.78% (n = 350,000); PfGluPho enzyme, NADPH resazurin-diaphorase fluorescence;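 active means inhibition reaching at least a set limit at 20 µM in the primary screen, cut at about 59% in these data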;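 further: 0% = DMSO wells with substrate and 100% = DMSO wells lacking glucose-6-phosphate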
ATG4B inh: inhibitors of human ATG4B cysteine protease; inhibition, % at 8.33 µM; actives 0.51% (n = 340,000); ATG4B cleavage of LC3-PLA2, NBD-HPC fluorescence, 1 h; AID 504462; Q9Y4P1; in the data active means inhibition above about 40%
SENP8 block: SENP8 (human) protease inhibition; recombinant SENP8, Nedd8 substrate fluorescence; actives 0.64% (n = 360,000); inhibition, % at 20 µM; AID 602440; Q96LD8; in the data active means inhibition mostly above about 40%, no sharp cut-off; inactive means mostly below about 27%
Target sequence (Q96LD8 whole entry, looked up): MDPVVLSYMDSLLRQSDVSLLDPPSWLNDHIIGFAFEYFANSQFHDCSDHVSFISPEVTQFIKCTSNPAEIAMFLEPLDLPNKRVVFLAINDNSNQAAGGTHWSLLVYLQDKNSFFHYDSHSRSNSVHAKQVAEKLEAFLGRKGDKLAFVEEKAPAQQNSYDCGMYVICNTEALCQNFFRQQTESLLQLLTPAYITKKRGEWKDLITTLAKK
SENP6 inh: inhibitors of human SENP6 protease; Q9GZR1; Recombinant SENP6 catalytic domain, aminoluciferin luminescence; inhibition, % at 10 µM; actives 1.8% (n = 330,000); AID 2599;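 active means inhibition above about 50% at the single tested dose, limit read from the data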;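 further: plate controls were DMSO wells with enzyme for no effect and DMSO wells lacking enzyme for full effect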
NR3A LBD binder: NR3A (human) ligand-binding domain modulation; NR3A LBD differential scanning fluorimetry, Tm shift; 0% = protein alone, 100% = glycine-bound protein; Tm shift relative to glycine control, % at 25 µM; actives 2.5% (n = 340,000);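 active means melting temperature shift of at least 10% of the positive control shift, at one fixed dose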
The depositor's hits bear a star.

Start of the data: the first three compounds (preview)
`Oc1ccc(Cl)cc1CNCc1ccc(Cl)nc1` gave hIAP act 1, MPTP block 4.2, SENP1 FRET inh 1, PfG6PD inh 15, ATG4B inh -11, SENP8 block 4, SENP6 inh -8 and NR3A LBD binder 2.
For Cc1cc(-c2n[nH]c(=S)n2/N=C/c2cccc([N+](=O)[O-])c2)n[nH]1 the results were hIAP act 1.3, MPTP block -1.1, SENP1 FRET inh -1, PfG6PD inh 15, ATG4B inh -9, SENP8 block 10, SENP6 inh -4 and NR3A LBD binder 5.
O=C(N/N=C/c1cccnc1)c1cccc(Cl)c1 was read as hIAP act 1, MPTP block 3.9, SENP1 FRET inh 1, PfG6PD inh -2, ATG4B inh 1, SENP8 block 14, SENP6 inh -45 and NR3A LBD binder -3.

The whole of this part, repeating the preview:
`Oc1ccc(Cl)cc1CNCc1ccc(Cl)nc1` gave hIAP act 1, MPTP block 4.2, SENP1 FRET inh 1, PfG6PD inh 15, ATG4B inh -11, SENP8 block 4, SENP6 inh -8 and NR3A LBD binder 2.
For Cc1cc(-c2n[nH]c(=S)n2/N=C/c2cccc([N+](=O)[O-])c2)n[nH]1 the results were hIAP act 1.3, MPTP block -1.1, SENP1 FRET inh -1, PfG6PD inh 15, ATG4B inh -9, SENP8 block 10, SENP6 inh -4 and NR3A LBD binder 5.
O=C(N/N=C/c1cccnc1)c1cccc(Cl)c1 was read as hIAP act 1, MPTP block 3.9, SENP1 FRET inh 1, PfG6PD inh -2, ATG4B inh 1, SENP8 block 14, SENP6 inh -45 and NR3A LBD binder -3.
For CC1Sc2ccc(S(=O)(=O)CCC(=O)NC(C)c3ccccc3)cc2NC1=O (stereo not drawn) the results were hIAP act 0.92, MPTP block -1.7, SENP1 FRET inh 6, PfG6PD inh -4, ATG4B inh -2, SENP8 block 5, SENP6 inh -2 and NR3A LBD binder 0.
C(=N\Nc1ccc2nncn2n1)/c1ccco1 was read as hIAP act 0.83, MPTP block 0.9, SENP1 FRET inh 4, PfG6PD inh 15, ATG4B inh -1, SENP8 block 36, SENP6 inh -28 and NR3A LBD binder 0.
Screening COCCCNC(=O)Cn1c(=O)n(Cc2ccc(C(=O)NCCc3ccc(OC)c(OC)c3)cc2)c(=O)c2ccccc21 returned hIAP act 0.98, MPTP block 1.7, SENP1 FRET inh 0, PfG6PD inh 6, ATG4B inh -1, SENP8 block 9, SENP6 inh -7 and NR3A LBD binder -3.
`O=C(Cc1cccs1)N(c1ccccc1)C1C=CS(=O)(=O)C1` (stereo not drawn) gave hIAP act 0.92, MPTP block -1.2, SENP1 FRET inh 0, PfG6PD inh -9, ATG4B inh 1, SENP8 block 1, SENP6 inh -28 and NR3A LBD binder -2.
`Brc1ccccc1Cn1c(-c2cscn2)nc2ccccc21` gave hIAP act 0.95, MPTP block 0.2, SENP1 FRET inh 2, PfG6PD inh -11, ATG4B inh 2, SENP8 block -1, SENP6 inh 2 and NR3A LBD binder -3.
`O=C(NCCc1ccc(Cl)cc1)c1ccc2ccccc2n1` gave hIAP act 0.9, MPTP block 1.6, SENP1 FRET inh -7, PfG6PD inh 12, ATG4B inh -7, SENP8 block -2, SENP6 inh 9 and NR3A LBD binder 0.
Screening COc1ccc(C(=O)Cn2ccsc2=NC(C)=O)cc1 returned hIAP act 1.1, MPTP block 0.6, SENP1 FRET inh -1, PfG6PD inh -10, ATG4B inh 0, SENP8 block 14, SENP6 inh -2 and NR3A LBD binder -2.
CC(=O)Nc1cccc(NC(=O)Cc2ccc3ccccc3c2)c1 was read as hIAP act 1.2, MPTP block 0.1, SENP1 FRET inh 0, PfG6PD inh -2, ATG4B inh -1, SENP8 block 7, SENP6 inh -19 and NR3A LBD binder -13.
Screening Cc1oc2c(cc(NS(=O)(=O)c3ccc(Cl)cc3)c3ccccc32)c1C(=O)O returned hIAP act 1, MPTP block 1.4, SENP1 FRET inh 5, PfG6PD inh 37, ATG4B inh -6, SENP8 block -16, SENP6 inh 20 and NR3A LBD binder -5.
COCCNC(=O)CN(Cc1ccc(OC)cc1)C(=O)CCC(=O)Nc1nccs1 was read as hIAP act 1, MPTP block 1.4, SENP1 FRET inh -2, PfG6PD inh -7, ATG4B inh -8, SENP8 block 3, SENP6 inh 10 and NR3A LBD binder 0.
Screening COc1ccccc1OCc1nc2ccccc2s1 returned hIAP act 1, MPTP block 0.9, SENP1 FRET inh -4, PfG6PD inh 8, ATG4B inh 3, SENP8 block 8, SENP6 inh 94* and NR3A LBD binder 0.
`Cc1ccc(C(=O)/C=C/c2cn(CN3CCN(C)CC3)c3ccccc23)cc1` gave hIAP act 0.84, MPTP block 1.9, SENP1 FRET inh -23, PfG6PD inh 45, ATG4B inh -6, SENP8 block -279, SENP6 inh 12 and NR3A LBD binder 38*.
`O=C1NC(=O)/C(=C/c2ccc(OS(=O)(=O)c3ccc(F)cc3F)cc2)N1` gave hIAP act 1.1, MPTP block 0.0, SENP1 FRET inh 1, PfG6PD inh -6, ATG4B inh -7, SENP8 block 14, SENP6 inh -4 and NR3A LBD binder -3.
`COc1cccc(/C=N/NC(=O)c2cc(-c3ccccn3)nc3ccccc23)c1O` gave hIAP act 2.1*, MPTP block -1.2, SENP1 FRET inh 10, PfG6PD inh -27, ATG4B inh -2, SENP8 block 11, SENP6 inh -9 and NR3A LBD binder -11.
Screening CCOc1ccccc1N(CC(=O)NC1CCCC1)C(=O)CCCC(=O)Nc1ccccn1 returned hIAP act 1.2, MPTP block 0.6, SENP1 FRET inh -1, PfG6PD inh -23, ATG4B inh -10, SENP8 block 18, SENP6 inh -9 and NR3A LBD binder 1.
Cc1cc(NC(=O)c2c([N+](=O)[O-])cnn2C)no1 was read as hIAP act 1.1, MPTP block 0.3, SENP1 FRET inh 0, PfG6PD inh 11, ATG4B inh 1, SENP8 block 19, SENP6 inh 2 and NR3A LBD binder 0.
For COc1cc(NC(=S)NCCCN2CCOCC2)c(OC)cc1Cl the results were hIAP act 0.9, MPTP block -0.6, SENP1 FRET inh 0, PfG6PD inh -7, ATG4B inh 2, SENP8 block 6, SENP6 inh 11 and NR3A LBD binder 0.
`Oc1c(N=NC(=S)Nc2ccccc2F)c2ccccc2n1Cc1ccc(Cl)cc1` gave hIAP act 0.92, MPTP block 1.7, SENP1 FRET inh 5, PfG6PD inh 5, ATG4B inh 2, SENP8 block 23, SENP6 inh -2 and NR3A LBD binder -3.
Screening O=C(CCC(=O)c1cccs1)NCc1cccc(Cl)c1 returned hIAP act 0.92, MPTP block -0.9, SENP1 FRET inh 0, PfG6PD inh -29, ATG4B inh 14, SENP8 block -7, SENP6 inh -2 and NR3A LBD binder -2.
Screening CN(c1ccccc1)S(=O)(=O)c1ccc(C(=O)NNC(=O)c2ccccc2)cc1 returned hIAP act 0.98, MPTP block -1.5, SENP1 FRET inh 3, PfG6PD inh -10, ATG4B inh 3, SENP8 block 12, SENP6 inh 1 and NR3A LBD binder 0.
`CC1(C)OC(=O)NC1c1ccccc1` (stereo not drawn) gave MPTP block -0.4, SENP1 FRET inh 0, PfG6PD inh 3 and SENP8 block 10.
For O=C(CCn1cnnn1)NC1CCCN(Cc2ccccc2F)C1 (stereo not drawn) the results were hIAP act 1.1, MPTP block -0.2, SENP1 FRET inh 1, PfG6PD inh -3, ATG4B inh 7, SENP8 block 6, SENP6 inh -5 and NR3A LBD binder 0.
`O=C(NCCO)/C(=C\c1cccc([N+](=O)[O-])c1)NC(=O)c1ccco1` gave hIAP act 1, MPTP block 0.1, SENP1 FRET inh -4, PfG6PD inh -9, ATG4B inh -2, SENP8 block 22, SENP6 inh -12 and NR3A LBD binder 0.
For Cc1nc(-c2ccc(C(F)(F)F)cc2)sc1C(=O)NN the results were hIAP act 1.1, MPTP block -0.8, SENP1 FRET inh -1, PfG6PD inh 1, ATG4B inh -3, SENP8 block -1, SENP6 inh 14 and NR3A LBD binder -1.
COc1cc([N+](=O)[O-])ccc1NC(=O)COC(=O)C=C(C)C was read as hIAP act 1.2, MPTP block 1.2, SENP1 FRET inh 1, PfG6PD inh -1, ATG4B inh -10, SENP8 block 17, SENP6 inh -9 and NR3A LBD binder -1.
`CCOC(=O)c1c(/N=C/N(C)C)sc2c1CCC2` gave hIAP act 0.91, MPTP block 0.5, SENP1 FRET inh -2, PfG6PD inh -4, ATG4B inh -9, SENP8 block 26, SENP6 inh 9 and NR3A LBD binder 2.
O=C(N/N=C/c1ccc2c(c1)OCO2)c1ccn(Cc2ccc(Cl)cc2)n1 was read as hIAP act 1.2, MPTP block -0.6, SENP1 FRET inh 0, PfG6PD inh 5, ATG4B inh -6, SENP8 block -71, SENP6 inh 8 and NR3A LBD binder -1.
For COC(=O)c1sccc1NC(=O)c1c(Cl)cccc1Cl the results were hIAP act 1, MPTP block 1.6, SENP1 FRET inh 1, PfG6PD inh -19, ATG4B inh -1, SENP8 block 16, SENP6 inh -10 and NR3A LBD binder 2.
Screening Cc1c(NC(=O)c2ccco2)cccc1-c1nc2cccnc2s1 returned hIAP act 0.89, MPTP block 1.1, SENP1 FRET inh -5, PfG6PD inh 14, ATG4B inh -5, SENP8 block -196, SENP6 inh -4 and NR3A LBD binder -2.
CCOc1ccc(Br)cc1CNCCN1CCOCC1 was read as hIAP act 1.1, MPTP block -0.1, SENP1 FRET inh 1, PfG6PD inh -24, ATG4B inh 6, SENP8 block 5, SENP6 inh -19 and NR3A LBD binder -3.
C=CCNC(=S)NN=C1CCC(c2ccccc2)CC1 (stereo not drawn) was read as hIAP act 1, MPTP block 2.0, SENP1 FRET inh 1, PfG6PD inh -11, ATG4B inh -18, SENP8 block 45*, SENP6 inh 10 and NR3A LBD binder 1.
`CCOP(=O)(c1c(F)c(F)c(F)c(F)c1F)C(O)c1ccccc1` (stereo not drawn) gave hIAP act 1, MPTP block -1.9, SENP1 FRET inh 3, PfG6PD inh 10, ATG4B inh -1, SENP8 block 13, SENP6 inh -13 and NR3A LBD binder 0.
For O=c1c(-c2ccc(Br)cc2)[n+]([O-])c2ccccc2n1OCc1ccccc1 the results were hIAP act 1.1, MPTP block 2.6, SENP1 FRET inh -4, PfG6PD inh 0, ATG4B inh -6, SENP8 block -51, SENP6 inh -38 and NR3A LBD binder 1.
Cc1ccc(CNC(=O)Cn2c(=O)n(-c3ccccc3)c(=O)c3sccc32)cc1 was read as hIAP act 0.95, MPTP block -1.0, SENP1 FRET inh 0, PfG6PD inh 1, ATG4B inh 0, SENP8 block 19, SENP6 inh 4 and NR3A LBD binder -1.
`C[C@H](O)[C@@H]1C(=O)N2CCc3ccc(-c4ccccc4)cc3[C@@H]2C[C@@H]1N(C)C(=S)Nc1ccc(F)cc1` gave MPTP block -0.6, SENP1 FRET inh -6, PfG6PD inh 22 and SENP8 block -1.
CCc1c(C(C)S(=O)(=O)c2ccccc2)[nH]c(=O)n1CC (stereo not drawn) was read as hIAP act 1, MPTP block -3.1, SENP1 FRET inh -1, PfG6PD inh -15, ATG4B inh 0, SENP8 block -1, SENP6 inh 7 and NR3A LBD binder -3.
`Cc1ccc(NC(=O)Nc2cnccn2)cc1Cl` gave hIAP act 0.99, MPTP block 63*, SENP1 FRET inh 0, PfG6PD inh 5, ATG4B inh 3, SENP8 block 9, SENP6 inh 8 and NR3A LBD binder -2.

Of the compounds above, 2 contain two or more sulfur atoms:
For CC1Sc2ccc(S(=O)(=O)CCC(=O)NC(C)c3ccccc3)cc2NC1=O (stereo not drawn) the results were hIAP act 0.92, MPTP block -1.7, SENP1 FRET inh 6, PfG6PD inh -4, ATG4B inh -2, SENP8 block 5, SENP6 inh -2 and NR3A LBD binder 0.
`O=C(Cc1cccs1)N(c1ccccc1)C1C=CS(=O)(=O)C1` (stereo not drawn) gave hIAP act 0.92, MPTP block -1.2, SENP1 FRET inh 0, PfG6PD inh -9, ATG4B inh 1, SENP8 block 1, SENP6 inh -28 and NR3A LBD binder -2.

An unsorted share of the library; any-hit rate near 6.7%.
